# PfHsp90 set2: reduces growth (ATP signal) of yeast expressing P. falciparum Hsp90; AID 504621; S. cerevisiae expressing PfHsp90, BacTiter-Glo ATP, 48 h; yeast lacking PDR1 and PDR3 efflux regulators; inhibition, % at 9.4 µM; 310,000 compounds, 0.32% hits;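 active = every replicate shows inhibition above about 80%, whatever the replicate mean, limit read from the data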;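 also: 0% = DMSO neutral controls and 100% = 20 µM radicicol positive controls; yeast relying on Plasmodium falciparum Hsp90 in place of its own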
# Wnt bcat act: Wnt/beta-catenin pathway activation | Wnt/beta-catenin reporter cell assay, activator, plate reader | 300,000 compounds, 1.2% hits | activation, % at 9.35 µM; in the data active = activation above about 30%, passing the limit was not always enough;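 also: 0% = neutral control wells and 100% = positive control wells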
# phage Ecoli inh: E. coli growth loss with phage present. 360,000 compounds, 0.26% hits. growth absorbance. inhibition, % at 11.9 µM; in the data active = inhibition above about 11%
# AddAB inh: less growth of phage-infected E. coli with AddAB; 330,000 compounds, 0.29% hits; E. coli expressing H. pylori AddAB, absorbance growth; AID 435030; inhibition, % at 11.9 µM; in the data active = inhibition above about 12%;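 also: 0% = vehicle wells of infected cells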
# DAGLB inh: diacylglycerol lipase beta (human) inhibition; HEK293T DAGLB membrane lysate, EnzChek fluorogenic substrate; inhibition, % at 5.17 µM; Q8NCG7; 340,000 compounds, 0.059% hits; AID 504411; in the data active = inhibition above about 34%;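 also: 0% = enzyme with vehicle and 100% = wells lacking enzyme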
# Target sequence (Q8NCG7 whole entry, looked up): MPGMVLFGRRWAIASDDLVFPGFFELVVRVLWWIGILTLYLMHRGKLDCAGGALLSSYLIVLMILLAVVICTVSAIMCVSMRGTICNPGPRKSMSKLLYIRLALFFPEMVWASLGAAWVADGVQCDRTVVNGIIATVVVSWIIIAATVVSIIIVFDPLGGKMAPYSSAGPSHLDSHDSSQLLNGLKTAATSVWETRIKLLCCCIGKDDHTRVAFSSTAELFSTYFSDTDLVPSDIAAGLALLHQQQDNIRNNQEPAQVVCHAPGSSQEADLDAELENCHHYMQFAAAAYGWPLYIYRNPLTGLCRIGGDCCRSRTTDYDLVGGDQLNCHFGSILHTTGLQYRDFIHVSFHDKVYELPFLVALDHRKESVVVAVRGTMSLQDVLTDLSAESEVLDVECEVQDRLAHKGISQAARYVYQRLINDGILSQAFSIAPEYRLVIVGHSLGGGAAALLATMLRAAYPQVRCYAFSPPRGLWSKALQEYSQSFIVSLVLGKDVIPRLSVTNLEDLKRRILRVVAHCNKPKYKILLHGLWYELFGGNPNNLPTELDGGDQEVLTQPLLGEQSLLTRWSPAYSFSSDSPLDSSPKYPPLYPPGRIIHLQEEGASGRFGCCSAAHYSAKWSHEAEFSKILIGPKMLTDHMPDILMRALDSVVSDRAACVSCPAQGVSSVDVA
# PvdQ acylase: blocks Pseudomonas aeruginosa PvdQ acylase activity. purified PvdQ acylase, fluorescence plate reader. inhibition, % at 10 µM. 340,000 compounds, 0.063% hits; in the data active = inhibition above about 30%, passing the limit was not always enough;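 also: 0% = vehicle neutral wells and 100% = reference inhibitor wells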
# Rtt109 HAT inh: blocks Candida albicans Rtt109/Vps75 acetyltransferase activity | 330,000 compounds, 0.16% hits | purified Rtt109/Vps75, ThioGlo CoA-SH fluorescence, 4 h | inhibition, % at 34.9 µM | Q5AAJ8 | AID 540336;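 active = inhibition of at least 50% in every replicate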
# Target sequence (Q5AAJ8 whole entry, looked up): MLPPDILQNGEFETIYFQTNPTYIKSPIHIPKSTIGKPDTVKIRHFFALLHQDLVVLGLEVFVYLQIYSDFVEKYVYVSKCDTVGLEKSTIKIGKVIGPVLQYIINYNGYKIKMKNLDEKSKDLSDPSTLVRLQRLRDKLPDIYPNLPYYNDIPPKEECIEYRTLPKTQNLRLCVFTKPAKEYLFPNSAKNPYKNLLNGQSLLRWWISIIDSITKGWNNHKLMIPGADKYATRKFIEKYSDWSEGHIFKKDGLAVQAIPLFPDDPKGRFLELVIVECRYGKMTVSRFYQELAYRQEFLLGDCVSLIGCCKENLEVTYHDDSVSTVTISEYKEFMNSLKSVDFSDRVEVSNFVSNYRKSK
# E coli growth: reduces bacterial viability in AddAB counter-screen | AID 449728 | E. coli V3065 growth, OD600 absorbance, 18 h | 330,000 compounds, 0.27% hits | inhibition, % at 11.9 µM;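 active = inhibition above the campaign's mean inhibition across all tested compounds plus 3 SD, cut at about 9.9% in these data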;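 also: uninfected addAB+ strain grown without phage in ampicillin broth; 0% = DMSO wells and 100% = ciprofloxacin 0.95 µg/ml wells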
# CAL PDZ FP: inhibitors of human CAL PDZ peptide binding; Q9HD26; purified CAL PDZ, TMR-peptide fluorescence polarization, 1 h; inhibition, % at 20 µM; 330,000 compounds, 0.02% hits;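 active = highest replicate inhibition of at least 40%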;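 also: plate controls were DMSO neutral control wells for no effect and unlabeled competitor peptide control wells for full effect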
#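 Test system: purified CerCALP PDZ construct; Compound dosing: one concentration, 20 µM compound; Also added: TMR-labelled reporter peptide T*-PRC34 bound in PDZ groove; Read-out: inhibition from polarization loss; Controls: unlabelled peptide and DMSO controls; Signal: FP readout, S and P plane fluorescence; Incubation: 1 h at RT.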
# Tat export inh: blocks Tat-dependent protein export in E. coli; 340,000 compounds, 0.036% hits; E. coli MC4100 TorA-mCherry Tat export, fluorescence; inhibition, % at 10 µM;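 active = mean replicate inhibition at least 50% and at least half of replicates individually reaching 50%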;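 also: exported cargo escapes ClpAP degradation while cytoplasmic cargo is degraded and loses fluorescence; 0% = median of neutral control wells and 100% = median of NaSCN control wells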
# An asterisk follows results filed as active; . = no result given.
SMILES | PfHsp90 set2 | Wnt bcat act | phage Ecoli inh | AddAB inh | DAGLB inh | PvdQ acylase | Rtt109 HAT inh | E coli growth | CAL PDZ FP | Tat export inh
COc1ccc2sc(N(CCCN(C)C)C(=O)c3ccc(S(=O)(=O)N4CCc5ccccc5C4)cc3)nc2c1 | 5 | 5 | 2.5 | 4.2 | -8 | -2 | -2 | -0.7 | -3.4 | 14
Cc1ccc(-c2nn(CC(=O)NCc3cc(-c4nn(C)c(=O)c5ccccc45)ccc3C)c(=O)c3ccccc23)cc1 | -12 | 1 | -1.6 | 1.6 | -4 | -10 | -8 | 1.9 | . | 10
Cc1ccc(-c2c3c(=O)n(C)c(=O)n(C)c3cn2Cc2cccnc2)cc1 | 13 | . | 1.3 | 2.0 | 0 | -6 | -5 | 0.5 | 0.4 | 0
O=C(COc1ccc(/C=N/NC(=O)C(=O)N2CCCCCC2)cc1)Nc1ccccc1Cl | 5 | -1 | 4.9 | 4.3 | -1 | -6 | -5 | -2.1 | -2.2 | -2
CCOc1cccc(/C=N/N=C/c2cccc(OCC)c2O)c1O | 2 | 3 | -1.8 | . | -5 | 1 | 8 | . | 0.2 | -9
CC1CC(C)CN(C(=O)c2ccc(NC(=O)c3ccc(=O)[nH]c3)cc2)C1 (stereo unspecified) | 18 | -2 | 2.5 | 0.2 | -7 | 1 | -6 | -2.1 | -2.1 | 6
O=C(Nc1cc(Cl)ccc1O)c1snnc1-c1ccccc1 | 37 | -8 | 14* | 11 | 2 | -14 | -4 | 9.8* | -5.1 | 13
O=C(c1cccc([N+](=O)[O-])c1)c1cc2ccccc2o1 | -37 | -1 | 4.2 | 3.2 | -5 | -12 | -2 | -0.2 | -6.7 | 1
CC(=O)N(CN1C(=O)c2ccccc2C1=O)c1cccc(C)c1 | 3 | 0 | 4.3 | -0.7 | -5 | -1 | 1 | -0.1 | -0.5 | 0
O=C(Nc1ccc(S(=O)(=O)N2CCCCCC2)cc1)c1ccc(Br)o1 | -43 | -2 | 4.9 | 4.5 | -5 | -13 | -5 | 1.1 | -3.0 | 9
O=S(=O)(Nc1ccc(N2CCCCC2)cc1)c1ccccc1F | . | 10 | 1.2 | 0.6 | . | . | . | 1.6 | . | .
CN(Cc1cccc(Cl)c1)C(=O)C1CCC(=O)N(C2CC2)C1 (stereo unspecified) | -22 | 2 | 3.4 | 2.0 | -1 | -11 | -9 | -2.3 | -1.9 | 9
c1cc2c(cc1CN1CCOCC1)OCO2 | -6 | . | 2.1 | 0.1 | -1 | 2 | 1 | -1.8 | -0.4 | 0
CCOC(=O)Cc1csc(NC(=O)COc2ccc3c(C)cc(=O)oc3c2)n1 | 3 | -1 | 3.6 | 0.4 | 2 | -7 | -4 | -2.4 | 0.3 | -2
O=C(COc1cccc(Oc2ccccc2)c1)Nc1ncccn1 | 22 | . | 3.6 | 4.4 | 0 | -16 | 4 | -2.0 | 0.2 | -2

# The results go on.
SMILES | PfHsp90 set2 | Wnt bcat act | phage Ecoli inh | AddAB inh | DAGLB inh | PvdQ acylase | Rtt109 HAT inh | E coli growth | CAL PDZ FP | Tat export inh
C=CCn1c(SCc2c(F)cccc2Cl)nnc1-c1ccco1 | -3 | 3 | 4.0 | 3.0 | -1 | 11 | 9 | 1.6 | -1.0 | -8
CCn1c(CC(=O)Nc2ccccc2)nnc1SCC(=O)Nc1nncs1 | -11 | 4 | 2.2 | -0.5 | -3 | -14 | 3 | -1.3 | 0.5 | 2
COc1ccc(C(=O)N2CCc3ccccc32)cc1S(=O)(=O)N1CCOCC1 | 7 | 3 | 4.8 | 0.6 | 0 | -9 | -2 | 0.2 | -0.2 | -3
Cn1c(SCC(=O)N2CCN(C(=O)c3ccco3)CC2)nnc1-c1ccc(NS(C)(=O)=O)cc1 | -181 | -2 | 1.4 | 2.8 | 1 | -13 | 1 | 1.5 | -0.2 | -4
O=Nc1c(O)ccc2cc(S(=O)(=O)O)ccc12 | 24 | . | . | . | -1 | -8 | 7 | . | 0.0 | 9
O=C1Nc2ccc(S(=O)(=O)NCc3ccccn3)c3cccc1c23 | 11 | . | 1.3 | . | 4 | -12 | -472 | . | -1.9 | 0
N#Cc1ccc(N2C(=O)[C@@H]3C(C(=O)c4ccc5ccccc5n4)=NN[C@@H]3C2=O)cc1 | -10 | 1 | 4.4 | 0.9 | 1 | -15 | 7 | 1.7 | -1.2 | 1
COc1ccc(-n2nnnc2SCC(=O)NC2CC2)cc1 | 6 | -2 | -0.6 | 0.4 | -1 | -10 | 4 | -3.0 | -1.5 | 5
CCOC(=O)C1CCCN(C(=O)c2ccccc2NC(C)=O)C1 (stereo unspecified) | . | . | 3.2 | 1.2 | 2 | -7 | -7 | -0.9 | -2.3 | -2
C(=N\Nc1nc(Nc2ccccc2)nc(Nc2ccccc2)n1)/c1ccncc1 | 2 | -4 | 3.0 | 1.4 | 0 | -3 | -3 | 0.8 | -0.4 | -10
COc1ccc(NC(C)=O)cc1S(=O)(=O)Nc1ccc(S(=O)(=O)N2CCCCC2)cc1 | 0 | -1 | 2.9 | 2.5 | 1 | -7 | 6 | 2.5 | -1.3 | 1
CCC(=O)N1CCN(C(=O)c2ccccc2)CC1 | 7 | -19 | 2.7 | -3.3 | 1 | -3 | -4 | -2.2 | 0.5 | -6
O=C(CSc1ccccc1C(=O)NCc1ccccc1)NC12CC3CC(CC(C3)C1)C2 | 2 | -3 | 1.5 | -0.9 | -5 | -2 | -5 | -1.0 | -0.7 | 2
COc1ccc(CC(=O)Nn2c(-c3ccccc3)nc3ccccc3c2=O)cc1 | 11 | 0 | 0.6 | 5.4 | -3 | 5 | -2 | -1.0 | 0.3 | -5
CCOc1cc(S(=O)(=O)Nc2ncn[nH]2)ccc1Br | 17 | -2 | 4.3 | 2.1 | 3 | -8 | -2 | -2.3 | -2.4 | -5

# New compounds follow.
SMILES | PfHsp90 set2 | Wnt bcat act | phage Ecoli inh | AddAB inh | DAGLB inh | PvdQ acylase | Rtt109 HAT inh | E coli growth | CAL PDZ FP | Tat export inh
COCCCN1CC(=O)N2C(c3cccc(OC)c3)c3[nH]c4ccccc4c3C[C@H]2C1=O (stereo partly specified) | 13 | 0 | 0.8 | -0.8 | -3 | -8 | 1 | -0.6 | 0.8 | -10
COc1ccccc1CNC(=O)Cn1ccsc1=N | 22 | 0 | 0.9 | 2.1 | 3 | -14 | -10 | -2.8 | -1.8 | -7
CCN(C#N)c1nc(NC(C)C)nc(NC(C)(C)C)n1 | 8 | -2 | 0.6 | -1.2 | -4 | -3 | 2 | -0.4 | 1.3 | -6
O=C(Nc1ccncc1)c1cccs1 | -12 | . | 1.6 | 1.8 | 1 | -4 | 19 | -0.1 | . | -1
COc1ccccc1N1CCN(S(=O)(=O)CCNC(=O)C23CC4CC(CC(C4)C2)C3)CC1 | 21 | -4 | 1.6 | 0.1 | 2 | -17 | 14 | -0.4 | -2.3 | 12
CN(C)c1nc(N)nc(-c2ccco2)n1 | -6 | . | 1.6 | 4.2 | -2 | -3 | 8 | 3.2 | 0.4 | -5
O=c1ccc(-c2ccc([N+](=O)[O-])cc2)nn1-c1ccccc1 | 12 | . | 2.4 | 0.7 | 0 | -7 | -4 | -0.1 | -0.7 | -13
CNC(=O)C(=O)N/N=C/c1ccc(Br)cc1 | 0 | 7 | 3.0 | 2.6 | 1 | -1 | -8 | 0.0 | 0.1 | 2
Cc1ccc(CNC(=O)C2CCC(=O)N(Cc3ccccc3F)C2)s1 (stereo unspecified) | 3 | 0 | 1.0 | 2.9 | -1 | 1 | 10 | 1.4 | -1.8 | -6
CCOc1ccc(NC(=O)CN2C(=O)C(C)SC(C)C2=O)cc1 (stereo unspecified) | 8 | -1 | 4.1 | 4.9 | 2 | 1 | 9 | -0.8 | 0.6 | -4
COc1ccc(Cl)cc1NC(=O)CN1CCN(S(=O)(=O)c2ccc(F)cc2)CC1 | -22 | -1 | 0.2 | 2.9 | 1 | -5 | 6 | -0.3 | -1.0 | -9
CC(C)c1ccc(NC(=O)C2=CC=CN3CCS(=O)(=O)N=C23)cc1 | . | 2 | 1.5 | . | 2 | 3 | -6 | . | -1.8 | 3
CC(Sc1n[nH]c(N)n1)C(=O)NC1CCCCC1C (stereo unspecified) | . | -1 | 1.9 | 0.3 | 2 | -5 | 6 | 1.2 | 0.8 | -2
Cc1ccc(S(=O)(=O)N2CCC(C(=O)NNS(=O)(=O)c3ccc(Cl)cc3)CC2)cc1 | -6 | -2 | 4.3 | 0.4 | 3 | -8 | 1 | -0.9 | -3.3 | 2

# Some of the entries so far, with two lines to a compound:
# Sequence of screens: PfHsp90 set2, Wnt bcat act, phage Ecoli inh, AddAB inh, DAGLB inh, PvdQ acylase, Rtt109 HAT inh, E coli growth, CAL PDZ FP, Tat export inh
Cc1ccc(CNC(=O)C2CCC(=O)N(Cc3ccccc3F)C2)s1 (stereo unspecified)
→ 3, 0, 1.0, 2.9, -1, 1, 10, 1.4, -1.8, -6
CCOc1ccc(NC(=O)CN2C(=O)C(C)SC(C)C2=O)cc1 (stereo unspecified)
→ 8, -1, 4.1, 4.9, 2, 1, 9, -0.8, 0.6, -4
COc1ccc(Cl)cc1NC(=O)CN1CCN(S(=O)(=O)c2ccc(F)cc2)CC1
→ -22, -1, 0.2, 2.9, 1, -5, 6, -0.3, -1.0, -9
CC(C)c1ccc(NC(=O)C2=CC=CN3CCS(=O)(=O)N=C23)cc1
→ ., 2, 1.5, ., 2, 3, -6, ., -1.8, 3
CC(Sc1n[nH]c(N)n1)C(=O)NC1CCCCC1C (stereo unspecified)
→ ., -1, 1.9, 0.3, 2, -5, 6, 1.2, 0.8, -2
Cc1ccc(S(=O)(=O)N2CCC(C(=O)NNS(=O)(=O)c3ccc(Cl)cc3)CC2)cc1
→ -6, -2, 4.3, 0.4, 3, -8, 1, -0.9, -3.3, 2

# A different layout for part of the listing above:
# Fields: PfHsp90 set2, Wnt bcat act, phage Ecoli inh, AddAB inh, DAGLB inh, PvdQ acylase, Rtt109 HAT inh, E coli growth, CAL PDZ FP, Tat export inh
> COc1ccccc1N1CCN(S(=O)(=O)CCNC(=O)C23CC4CC(CC(C4)C2)C3)CC1
    21, -4, 1.6, 0.1, 2, -17, 14, -0.4, -2.3, 12
> CN(C)c1nc(N)nc(-c2ccco2)n1
    -6, ., 1.6, 4.2, -2, -3, 8, 3.2, 0.4, -5
> O=c1ccc(-c2ccc([N+](=O)[O-])cc2)nn1-c1ccccc1
    12, ., 2.4, 0.7, 0, -7, -4, -0.1, -0.7, -13

# Screening results: PubChem, several laboratories
